# Screening results: PubChem, Broad Institute
# ARNT-TACC3 inh – disrupts binding between human ARNT and TACC3; AlphaScreen His-ARNT PAS-B/GST-TACC3 binding, luminescence; TACC3 fragment carries E629A point mutation; Q9Y6A5; actives 0.66% (n = 390,000); inhibition, % at 9.99 µM; AID 623870;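 active = mean inhibition of replicates at least 50% and at least half of replicates each reaching 50%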;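 note: 0% = complete ARNT plus TACC3 wells and 100% = ARNT alone without TACC3; many hits fall short of the cut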
# F508del corr – correctors of CFTR F508del function in bronchial epithelial cells; activity (quench increase), % at 7.58 µM; actives 0.36% (n = 350,000); CFBE cells, YFP halide quenching; stimulated with forskolin plus potentiator P3; % fluorescence drop versus neutral controls; AID 720511;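 active = mean added fluorescence quench of at least 8% versus neutral control, with both replicates also reaching 8%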;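 note: cells transiently co-express mutant CFTR-F508del with the halide-sensitive YFP; corrector assay measuring rescue of mutant channel to the surface after 24 h compound exposure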
# esBAF inh – inhibitors of esBAF chromatin remodeling in mouse ES cells; Bmi1-luciferase knock-in reporter, 24 h; 100% = twice the neutral-well signal; reporter increase, % at 12.5 µM; actives 2% (n = 350,000); AID 602393; in the data active = activation above about 40%;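 note: 0% = median of the plate's neutral control wells and 100% = double that signal; a rise in the Bmi1 reporter signal indicates esBAF inhibition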
# RAD52 inh – RAD52 (human) annealing inhibition; P43351; recombinant RAD52 DNA annealing, FRET fluorescence; inhibition, % at 18.7 µM; actives 0.46% (n = 360,000); AID 651710;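 active = every replicate showing at least 50% inhibition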
# ERAP1 HTS inh – blocks human ERAP1 aminopeptidase activity | inhibition, % at 10.7 µM | recombinant ERAP1, Leu-AMC fluorescence, 60 min | actives 0.15% (n = 340,000);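 active = mean replicate inhibition of at least 30%, or all replicates individually reaching that 30% level; inactive = mean below 30% and not every replicate reaching it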;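 note: 0% = neutral control wells and 100% = L-leucinethiol positive control wells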
# Target sequence (Q9NZ08 whole entry, looked up): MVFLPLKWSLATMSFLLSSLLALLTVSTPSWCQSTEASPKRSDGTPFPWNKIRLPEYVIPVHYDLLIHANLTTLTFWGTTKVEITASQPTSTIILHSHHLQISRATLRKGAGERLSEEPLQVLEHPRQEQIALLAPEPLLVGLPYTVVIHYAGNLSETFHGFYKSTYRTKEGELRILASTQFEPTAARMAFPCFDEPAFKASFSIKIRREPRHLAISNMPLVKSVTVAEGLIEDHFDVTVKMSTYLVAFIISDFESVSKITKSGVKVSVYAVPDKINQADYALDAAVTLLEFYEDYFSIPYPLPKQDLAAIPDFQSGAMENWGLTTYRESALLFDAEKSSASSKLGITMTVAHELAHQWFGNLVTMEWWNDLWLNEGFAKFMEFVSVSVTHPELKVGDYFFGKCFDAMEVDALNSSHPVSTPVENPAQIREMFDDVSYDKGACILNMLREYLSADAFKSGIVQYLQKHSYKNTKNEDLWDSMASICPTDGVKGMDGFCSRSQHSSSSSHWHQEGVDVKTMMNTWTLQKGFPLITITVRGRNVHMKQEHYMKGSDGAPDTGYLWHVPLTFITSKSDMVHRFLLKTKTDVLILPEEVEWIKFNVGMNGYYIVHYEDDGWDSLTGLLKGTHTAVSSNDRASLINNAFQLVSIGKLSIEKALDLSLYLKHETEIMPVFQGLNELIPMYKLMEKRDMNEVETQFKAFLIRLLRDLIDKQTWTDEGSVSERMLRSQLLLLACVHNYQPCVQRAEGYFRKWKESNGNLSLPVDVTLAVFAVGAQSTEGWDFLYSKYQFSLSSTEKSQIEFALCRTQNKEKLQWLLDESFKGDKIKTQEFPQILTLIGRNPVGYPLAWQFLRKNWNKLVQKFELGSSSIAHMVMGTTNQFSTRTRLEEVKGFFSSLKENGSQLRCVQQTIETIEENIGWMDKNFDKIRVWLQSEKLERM
# RAD54 branch – blocks human RAD54 Holliday junction branch migration; Q92698; FAM/BHQ fluorescence; inhibition, % at 10.4 µM; actives 0.14% (n = 360,000); AID 602329;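 active = mean normalized replicate activity at least 40 and at least half of replicates scoring 40 or more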;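 note: 0% = median of neutral control wells and 100% = median of positive control wells; inhibitors cause a drop in the FAM fluorescence signal; in these data hits start at about 50%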
# GSIS activator – primary screen for activators of insulin secretion dependent on glucose, INS-1E cells, GLuc reporter luminescence. INS-1E GLuc reporter insulin secretion, 2-3 h. AID 743287. actives 0.61% (n = 370,000). activation, % at 16.6 µM;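 active = lowest replicate activation of at least 40%, so every replicate reaches that level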;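 note: 0% = median of neutral control wells and 100% = median of IBMX positive control wells; some compounds called inactive have numbers as strong as hits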
# Xi reactivation – reactivates the inactive X chromosome in mouse fibroblasts | XiGFP mouse fibroblasts, % GFP-positive cells imaging, 3 d; cells co-treated with 5-aza-dC sensitizer; scaled so ellipticine positive control = 100% | activation, % at 7.58 µM | actives 0.055% (n = 360,000) | AID 743238;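 active = mean normalized replicate activation at least 10% and every replicate at or above 10%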;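 note: 0% = median of on-plate neutral control wells and 100% = ellipticine 6 µM median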
#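 Assay system: SV40-immortalized XiGFP fibroblast cells, line 68-5-11; buffer or medium: DMEM plus 5-aza-dC sensitizer; compound: one concentration, pinned; timing: compounds 3 days, fix/stain 15 min at room temperature; benchmarks: positive control ellipticine, 6 µM final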
# The depositor's hits bear a star; i = inactive; x = no result given.
# Fields – ARNT-TACC3 inh, F508del corr, esBAF inh, RAD52 inh, ERAP1 HTS inh, RAD54 branch, GSIS activator, Xi reactivation
COc1ccccc1CCNC(=O)C(=O)NCC1OCCN1S(=O)(=O)c1ccc(C)cc1 (stereo not given)
    -1, 0.2, 2, -27, -2, 3, -21, 2.8
O=C(CCCN1C(=O)S/C(=C\C=C\c2ccccc2)C1=O)Nc1ccc(O)cc1
    3, 0.5, 6, -18, 4, -1, 10, 0.3
COc1ccc(-c2nc(CS(=O)CC(=O)NC3CCC(C)CC3)c(C)o2)cc1OC (stereo not given)
    0, -2.6, 77*, -9, -1, -1, -25, 0.0
Cc1noc(C)c1NC(=O)Nc1ccc2c(c1)C(=O)N([C@@H](C)CO)C[C@@H](C)[C@H](CN(C)S(=O)(=O)c1ccc(Cl)cc1)OCCCC[C@@H](C)O2
    1, 3.6, 2, -2, 3, 4, -5, 0.2
COc1cccc(CCNC(=O)CCCC(=O)c2ccccc2)c1
    5, 2.1, -6, -12, 1, -3, 10, 0.1
COc1cccc(S(=O)(=O)N(C)C[C@@H]2Oc3cc(C#CCC(C)C)ccc3S(=O)(=O)N([C@@H](C)CO)C[C@H]2C)c1
    -2, 0.0, -1, -6, 2, -15, 7, -1.4
C[C@@H]1CN([C@H](C)CO)C(=O)c2cc(NC(=O)Cn3cnnn3)ccc2O[C@H]1CN(C)C(=O)Nc1ccc(C(F)(F)F)cc1
    0, -3.1, 8, -3, 0, -3, 13, 0.0
N#C/C(=C\c1ccc[nH]1)C(=O)NCC1CCCO1 (stereo not given)
    12, -3.5, 23, -4, 16, x, 11, 0.0
CCCCn1c(N)c(S(=O)(=O)c2ccc(C)cc2)c2nc3ccccc3nc21
    12, x, x, -97, 7, -2, -13, 0.0
O=C(CCc1nc2ccccc2c(=O)[nH]1)N1CCCc2ccccc21
    1, 0.5, 28, -40, -1, x, 3, 0.3
C[C@H]1CN([C@@H](C)CO)C(=O)CCCn2cc(nn2)CO[C@H]1CN(C)C(=O)Cc1ccccc1
    x, -0.8, -1, x, x, x, 9, -0.4
O=C(C[C@H]1C[C@@H]2c3cc(NC(=O)CC4CC4)ccc3O[C@@H]2[C@H](CO)O1)NCc1ccc(-c2ccccc2)cc1
    1, 2.0, 9, 6, 6, 8, 4, 0.8
C[C@@H]1CN([C@H](C)CO)C(=O)Cc2cc(NC(=O)Nc3ccc(C(F)(F)F)cc3)ccc2O[C@@H]1CN(C)Cc1ccc(Cl)c(Cl)c1
    16, 4.0, 2, 4, 0, 4, 8, 0.2
C[C@H](NC(=O)[C@@H]1[C@@H](CO)[C@@H]2Cn3c(ccc(-c4cccnc4)c3=O)[C@H]1N2C)c1ccccc1
    -5, 1.1, 3, 2, -1, 1, 10, 0.0
C=CCn1c(NCc2ccc(OC)cc2)nc2ccccc21
    -2, -0.9, 19, 0, 1, 3, 3, -0.1
COc1ccccc1-c1ccc2c(c1)O[C@@H](CN(C)C(=O)c1ccccc1)[C@H](C)CN([C@H](C)CO)S2(=O)=O
    6, x, 2, 23, 1, -6, -13, 0.2
Cc1ccccc1-c1ccc2c(c1)O[C@H](CN(C)C(=O)Nc1ccc(C(F)(F)F)cc1)[C@H](C)CN([C@@H](C)CO)S2(=O)=O
    -1, -2.8, 4, 7, -2, 2, -8, 0.1
C[C@@H]1CN([C@@H](C)CO)C(=O)c2cc(C#CCN(C)C)cnc2O[C@@H]1CN(C)C(=O)CCN1CCCCC1
    -18, x, -3, 4, 2, -5, 10, 0.2
O=S(=O)(c1ccccc1)N(Cc1ccc(Cl)cc1)c1ccncc1
    -1, 1.8, -9, -6, 2, -3, -2, 0.0
O=C(COC(=O)c1ccc(Br)o1)NCC(=O)Nc1ccc(F)cc1
    -1, 4.6, -1, -18, 2, -5, -16, -0.2
Cn1c(=O)c(=O)n(C)c2cc(S(=O)(=O)N3CCN(C4CCCCC4)CC3)ccc21
    -1, 1.0, 1, -65, x, -7, 18, 0.0
C[C@@H]1CN([C@H](C)CO)C(=O)c2cccc(NC(=O)NC3CCCCC3)c2O[C@@H]1CN(C)Cc1ccc(Cl)c(Cl)c1
    -4, 2.3, 1, -1, 0, -4, -10, 0.0
C[C@H]1CN([C@@H](C)CO)C(=O)c2cc(NC(=O)CCC(F)(F)F)ccc2O[C@H]1CN(C)C(=O)Nc1ccc(C(F)(F)F)cc1
    8, -2.2, 0, -7, -4, 8, -29, 2.3
CNC[C@@H]1OCCCC[C@@H](C)Oc2ccc(NS(=O)(=O)c3ccc(Cl)cc3)cc2C(=O)N([C@H](C)CO)C[C@H]1C
    0, 2.1, -7, -352, 0, -6, 40, -1.1
CC(=O)N(C)c1cc([N+](=O)[O-])ccc1OCc1ccccc1
    -4, 1.6, -3, -2, 7, 2, 13, 0.2
CO[C@@H]1CN(C)C(=O)c2cc(NC(=O)c3ccno3)ccc2OC[C@H](C)NC[C@H]1C
    x, -1.9, x, i, 1, x, -7, 0.2
C[C@H](CO)N1C[C@H](C)[C@H](CN(C)Cc2ccncc2)Oc2c(NC(=O)c3ccc(-c4nccs4)cc3)cccc2C1=O
    -12, -1.3, 1, -1, 0, -6, 0, 0.0
C[C@@H]1CN([C@H](C)CO)C(=O)c2cc(NC(=O)CCC(F)(F)F)ccc2O[C@@H](C)CCCCO[C@H]1CN(C)C(=O)Nc1ccc(F)cc1
    -8, 4.4, 1, -13, 0, -3, -16, 0.0
C=CCSc1ccc(S(=O)(=O)N2CCN(C)CC2)cn1
    2, -3.1, 0, -14, -2, -2, x, 0.2
Cc1ccc(Cl)cc1NC(=O)CCS(=O)(=O)c1cccc2nonc12
    -3, -0.6, -4, -18, 6, 1, 0, 0.1
Cc1ccc(-c2cnc3c(c2)C(=O)N([C@@H](C)CO)C[C@@H](C)[C@H](CN(C)Cc2ccccc2C(=O)O)O3)cc1
    -6, -1.1, 1, 6, -1, 4, 13, 0.4
Cc1ccc2c(c1)C(=O)N1c3cc(C)c(C)cc3NC(=O)C1C(=O)N2 (stereo not given)
    x, -0.4, -6, -21, 1, -4, x, 0.2
COc1cccc(C#Cc2cnc3c(c2)C(=O)N([C@@H](C)CO)C[C@H](C)[C@@H](CN(C)C(=O)C2CC2)O3)c1
    -5, 0.5, -2, 2, -1, -2, -4, 0.0
O=C(N[C@@H]1CC[C@H](CC(=O)N2CCCCC2)O[C@@H]1CO)c1ccc2c(c1)OCO2
    -8, 1.5, 5, -11, -1, 1, -16, -0.3
CCCC#Cc1cnc2c(c1)C(=O)N([C@@H](C)CO)C[C@@H](C)[C@H](CN(C)C(=O)Nc1ccccc1OC)O2
    3, 1.3, 4, 4, 5, -3, -6, 0.4
COc1cccc(-n2ccnc2SCC(=O)Nc2cc(C)on2)c1
    -4, 0.8, 0, -16, 7, 8, 6, 0.0
CC(C)(C)OC(=O)NN=C(c1ccc(O)cc1)c1ccc(O)cc1
    1, -1.7, x, -16, 1, 7, -4, 0.0
CCOc1ccc(CNc2cccc(SC)c2)cc1
    -1, 0.2, x, -16, -6, x, 4, 0.0
CCN(CC)C(=O)/C=C/c1ccc(OC)c(S(=O)(=O)N2CCCCC2)c1
    0, -0.9, x, -4, -1, x, 1, 0.0
Cc1cccc(-n2c(=O)[nH]c3c(C(N)=O)nc(-c4ccccc4Cl)nc32)c1
    x, -3.5, -17, -9, 3, -3, 3, 0.0
CC1=CCC2COC(c3ccc[n+](Cc4ccccc4)c3)C1C2 (stereo not given)
    -1, 3.0, x, 8, -1, -1, 14, 0.5
C[C@H]1CN([C@@H](C)CO)C(=O)CCCn2cc(nn2)CO[C@H]1CN(C)C(=O)c1ccncc1
    x, -2.5, 2, x, x, x, 13, -0.3
O=C(CN(C(=O)c1ccccc1)C(=O)c1ccccc1)OCc1ccccc1
    -9, 2.1, 3, -1, 6, x, -9, 0.1
CCOC(=O)c1c[nH]c2c(C(F)(F)F)cccc2c1=O
    -6, x, x, 2, -6, x, 4, 0.0
C[C@@H]1CCCCO[C@H](CN(C)Cc2ccc(C(F)(F)F)cc2)[C@H](C)CN([C@H](C)CO)C(=O)c2cc(NS(C)(=O)=O)ccc2O1
    1, 0.9, 2, x, x, -2, -9, -0.1
CCc1cccc(C)c1NC(=O)c1cc(=O)[nH]c2ccc(S(=O)(=O)N3CCOCC3)cc12
    -6, -3.1, 0, -5, 95*, -13, 15, -0.6
CCC(CC)C1=NN2C(=N)/C(=C/c3ccc(OC(=O)c4ccco4)cc3)C(=O)N=C2S1
    -3, 0.7, -5, -28, -1, -3, 0, 0.0
CCOc1ccc(-c2ncncc2-c2ccccc2OC)c(O)c1
    4, -2.6, 1, -7, 1, 2, 12, 0.0
CN(C)CC(=O)N1[C@@H]2c3ccc(-c4ccc(F)cc4)c(=O)n3C[C@@H]2[C@@H](CO)[C@@H]1C(=O)NC1CCCC1
    -1, -0.9, 0, -1, 0, 11, -6, 0.0
CO[C@@H]1CN(C)C(=O)c2ccc(NC(C)=O)cc2OC[C@@H](C)N(CC2CC2)C[C@H]1C
    x, -0.3, x, -1, 0, x, 14, -0.1
O=C(CSc1nnc(CNC(=O)c2c(F)cccc2Cl)o1)NCc1ccccc1
    5, 0.7, -6, -18, -8, -2, 13, 0.2
O=C(c1ccccc1)N(C(=O)c1ccccc1)N1CCCC1
    -11, 0.6, -8, -16, -1, 2, 45*, 0.2
CC(C)(C)c1nc[nH]c(=O)c1Br
    20, -0.9, x, -19, 5, 1, -14, 0.0
CCCn1c(=O)c2c(C(F)(F)F)cc(-c3cccs3)nc2n(CCC)c1=O
    1, x, x, -13, 0, -3, 11, 0.2
CCCC1=NN(c2ccc([N+](=O)[O-])cc2)C(=O)/C1=C\N(C)C
    12, x, x, -2, 0, x, x, 0.6
Cc1noc(C)c1S(=O)(=O)N(C)C[C@@H]1Oc2ccc(NC(=O)C3CCCCC3)cc2CC(=O)N([C@@H](C)CO)C[C@H]1C
    -5, 2.3, 4, -3, 0, -1, -7, 0.3
CCCCN(C(=O)C1=NN(c2cc(C)ccc2C)C(=O)CC1)c1c(N)n(CCC)c(=O)[nH]c1=O
    -7, 0.9, 2, 5, -1, -2, x, 0.0
Cc1ccccc1NC(=O)N(O)C1(C#N)CCCCC1
    -3, -0.8, x, -16, -1, x, x, 0.0
CCc1ccc(N2C(=O)CC(Cn3nc(C)cc3C)C2=O)cc1 (stereo not given)
    14, 4.3, 7, 4, x, -3, x, 0.7
CCc1ccc(-n2c(SCc3cc(=O)n4cc(Br)ccc4n3)nc3[nH]ncc3c2=O)cc1
    7, -0.5, x, -15, -2, x, -37, 0.0

# Full records as entered above. Order of values: ARNT-TACC3 inh, F508del corr, esBAF inh, RAD52 inh, ERAP1 HTS inh, RAD54 branch, GSIS activator, Xi reactivation
# CCOc1ccc(-c2ncncc2-c2ccccc2OC)c(O)c1 is listed with 4, -2.6, 1, -7, 1, 2, 12, 0.0
# CCCC1=NN(c2ccc([N+](=O)[O-])cc2)C(=O)/C1=C\N(C)C is listed with 12, x, x, -2, 0, x, x, 0.6

# More entries:
# Fields – ARNT-TACC3 inh, F508del corr, esBAF inh, RAD52 inh, ERAP1 HTS inh, RAD54 branch, GSIS activator, Xi reactivation
O=S(=O)(NC1CCCCC1N1CCN(c2ccccc2F)CC1)c1ccc(Cl)cc1 (stereo not given)
    -2, -1.0, -6, 2, 0, -2, -9, 0.1
CC(C)CNC(=O)c1cc([N+](=O)[O-])ccc1N1CCOCC1
    -2, x, x, 12, 2, x, x, 0.0
COc1ccc(S(=O)(=O)N2CCOC23CCN(S(=O)(=O)c2ccc(C)cc2)CC3)cc1
    5, 5.0, x, -6, -1, 7, 26, 0.1
Cc1noc(C)c1S(=O)(=O)N(C)C[C@H]1Oc2ccc(NC(=O)Nc3ccc4c(c3)OCO4)cc2CC(=O)N([C@H](C)CO)C[C@H]1C
    x, -3.8, -2, 13, 0, -1, -29, 0.0
